Screening data deposited in PubChem BioAssay by NCI.
NCI-60 one-dose screen, 48 h, at 10 µM unless noted. Numbers give growth in % (100 = growth as untreated, 0 = no growth, -100 = all killed).
HL-60(TB) = HL-60(TB) leukemia cells | actives 9% (n = 78,000) | AID 1794776; active means growth percent below 10
* hit, by the source's call; & = joins results of further samples; [ ] = remark or other dose.

SMILES	HL-60(TB)
CCCCCCSc1nnc(-c2c(C)nc3ccc(Cl)cn23)o1	99.6
COc1ccc(C(C(=O)NCCN2CCOCC2)N(C(=O)C2CC2c2ccc(F)c(F)c2)c2ccc(C)cc2)c(OC)c1 (configuration not stated)	100.6
COc1cc(C2=NN(C(C)=O)C(c3ccc(N4CCOCC4)cc3)C2)cc(OC)c1OC (configuration not stated)	105.0
Cc1sc2c(c1C)C(c1ccc(Cl)cc1)=N[C@@H](CC(=O)NCCCCCNC(=O)COc1ccc(C3CCC(=O)NC3=O)cc1)c1nnc(C)n1-2 (some centres not stated)	-16.6*
O=C(Cn1nnc2ccccc21)N/N=C/c1ccncc1	96.3
CC12CCC3C4(C)COC(c5ccc(Br)s5)OC4CCC3(C)C1CC(C1=CCOC1=O)O2 (configuration not stated)	65.8
COc1ccc(-n2c(-c3ccccc3)c(-c3ccccc3)c3c(SCc4n[nH]c(=S)o4)ncnc32)cc1	93.1
O=P(OCCCl)(OCCCl)C(O)c1ccccc1Cl (configuration not stated)	96.2
COC(=O)c1cnc2c(c1)Oc1ccccc1-c1ccnn1-2	98.3
COc1ccc(C2=NOC(C(=O)N3CC(C)OC(C)C3)C2)cc1OC1CCCC1 (configuration not stated)	94.9
O=C(/C=C1\C(=O)Nc2ccccc21)/C=C1/C(=O)Nc2ccccc21	54.9
OC(Cc1ccccn1)C(Cl)(Cl)Cl (configuration not stated)	92.4
O=C1NC2CCCC=C2c2cc3c(cc21)OCO3 (configuration not stated)	95.0
O=C(CSc1nccc(Nc2ccc(S(=O)(=O)Nc3nccs3)cc2)n1)c1ccc(C(F)(F)F)cc1	102.9
CCCCN(CCCC)S(=O)(=O)c1ccc(C(=O)O)cc1	102.9
CC(C)=CCC/C(C)=C/CC/C(C)=C/CC[C@]1(C)CCc2c(C)c(OC(=O)NS(=O)(=O)c3ccc(C)cc3)c(C)c(C)c2O1	100.2
Nc1ccc2oc(=O)c3ccccc3c2c1	99.9
Clc1ccc(OCC2CO2)c(Cl)c1 (configuration not stated)	45.7
COC(C)CCOC(=O)c1ccccc1 (configuration not stated)	96.2
COc1cc2ncnc(Sc3nnc(NC(=O)c4ccccc4)s3)c2cc1OC	99.1
CCn1c(SCC(=O)c2ccc(C)cc2)nnc1-c1ccncc1	104.1
Cc1nc2cc(Nc3nc(N4CCOCC4)nc(N4CCOCC4)n3)ccc2n1Cc1ccccc1	90.3
NC(=O)c1ccccc1OCc1ccccc1	101.6
CC(=O)n1cc([C@H]2CC[C@H](c3cn(C(C)=O)c4ccccc34)c3c2c2ccccc2n3C(C)=O)c2ccccc21	91.6
c1ccc(-c2ccccc2Nc2nc3ccccc3s2)cc1	102.0
CCc1c(Cl)nc(N)nc1Nc1ccccc1C	101.9
CCN(CC)CCCNc1cccc2ccc(OC)nc12	82.8
CCCCCCCN(CCCCCCC)C(C)C(O)c1ccc2cc(Br)c3ccccc3c2c1 (configuration not stated)	114.5
Cc1cccc(NC=O)c1C	93.4
O=C(Nc1ncc(Cc2ccc(Br)cc2)s1)C(=S)N1CCOCC1	99.1
CC1=C(C(=O)OC(C)C)C(c2ccc(O)cc2)NC(=S)N1 (configuration not stated)	88.1
CCOC(=O)C1=Cc2c(-c3cc(Cl)ccc3O)n[nH]c2C(C)(C)C1	93.1
COc1cnc2c(c1)C(=O)c1c-2n(CCCNCCN2CCOCC2)c(=O)c2cc([N+](=O)[O-])ccc12	-15.7*
NS(=O)(=O)c1ccc(N2N=C(c3ccc(NC(=O)Nc4ccccc4)cc3)CC2c2ccc(Cl)cc2)cc1 (configuration not stated)	45.1
COc1cccc(-c2nc(Nc3ccc(S(N)(=O)=O)cc3)c3ccccc3n2)c1	35.0
C=CCOC(=O)NC(CCC(=O)O)C(=O)O (configuration not stated)	80.0
COc1ccc(-c2nc(SCC(=O)c3ccc(Br)cc3)[nH]c(=O)c2C#N)cc1	91.5
COC(=O)c1cccc(NC(=O)c2ccc(-c3cccc(N)c3)o2)c1	99.9
CCN(CC)CCNC(=O)c1cn2ncnc(Oc3ccc(NC(=O)Nc4ccc(Cl)c(C(F)(F)F)c4)cc3)c2c1C	-40.8*
CCOC(=O)C1=C(C)NC(=O)NC1c1cc(OC)c(OC)c(OC)c1 (configuration not stated)	97.2
[N-]=[N+]=NCc1ncc(-c2ccc(C(F)(F)F)cc2)c(NC2CCCCCC2)n1	43.4[50 µM]
COc1ccc(C2CC(=O)c3c(cc(OC)c(OC)c3OC)O2)cc1 (configuration not stated)	89.3
COc1ccc2c(c1)/C(=C/c1c(-c3cc(OC)c(OC)c(OC)c3Br)nc3sccn13)C(=O)N2	77.1
CCOC(=O)c1ccc(-n2cnc(-c3ccc([N+](=O)[O-])cc3)c2)cc1	99.9
CCCCOc1ccc(NC(=O)c2sc3nc(C)ccc3c2N)cc1	46.8
CNN(C)c1ccccc1C	66.4
O=C1/C(=C/c2ccc(Br)cc2)SC(=S)N1c1cccnc1	99.2
CS(=O)(=O)OCCCCOS(C)(=O)=O	261.3&88.0
COc1ccc(CN(C2CCS(=O)(=O)C2)S(=O)(=O)c2ncsc2-c2ccccc2)cc1 (configuration not stated)	103.4
COc1ccccc1N1C(=O)CC(Sc2ccccc2N)C1=O (configuration not stated)	91.1
Next section
SMILES	HL-60(TB)
O=S(=O)(Nc1ccc(OCc2nnc(-c3ccc(Cl)cc3)o2)c(F)c1)c1ccccc1	104.7
Cn1cc(/C=C(\C#N)C(=O)Nc2ncc(Cc3ccccc3Cl)s2)c2ccccc21	98.5
CC(C)c1cc(C(C)C)c(S(=O)(=O)n2cc(C=O)c3ccccc32)c(C(C)C)c1	101.1
CCCCC1(CC)COP(=O)(OCC(Cl)(Cl)Cl)OC1 (configuration not stated)	91.4
CCCCOP(=O)(OCCCC)c1ccccc1	104.1
Cc1ccc(S(=O)(=O)OC(CI)C2OC(c3ccccc3)OC3COC(c4ccccc4)OC32)cc1 (configuration not stated)	108.4
O=[N+]([O-])c1ccc(NN=C2CCCCCC2)c([N+](=O)[O-])c1	92.8
CC(=O)N1CCN(CCNC(=O)n2cc(-c3ccncc3)c(-c3ccc(O)c(Cl)c3)n2)CC1	105.8
O=C(Nc1ccc(Cl)c(Cl)c1)Nc1nccnc1OCc1ccc(Cl)cc1	98.3
CS(=O)(=O)c1cc(C(=O)O)cc(NCc2ccccc2)c1Oc1ccccc1	101.9
CCOC(=O)c1cc(/C=C/c2ccc(Cl)cc2Cl)on1	74.2
COc1cc(/C(C)=C(\c2ccc(Cl)cc2)c2ccc(OCCN)cc2)ccc1F	95.8
FC(F)(F)c1ccc(-c2cnc(C3=NCCN3)nc2NC2CCCCCC2)cc1	93.6
Cc1nc2c(cnn2-c2ccccc2)c(=O)n1-c1ccc(N2C(=O)c3ccccc3C2=O)cc1	98.7
O=C(COc1cccc(/C=C2\CSc3ccccc3C2=O)c1)Nc1nccs1	-76.3*
O=C(O)c1ccc(CNC(=O)c2ccccc2Nc2ccnc(C(F)(F)F)c2)cc1	97.2
COc1cc(N2C(=O)c3nccnc3C2=O)cc(OC)c1OC	90.3
COc1ccc(/C=C\c2cc(OC)c(OC)c(OC)c2)cc1OC(=O)c1cccc(Cn2cc(CCOC(=O)[C@H](N)Cc3cn(C)c4ccccc34)nn2)c1	-42.7*
Nc1o[nH]c(=O)c1C1CCCCC1	98.7
S=c1[nH]cc[nH]1	97.2

Some of these compounds in order of SMILES length, ascending.
SMILES	HL-60(TB)
CCOC(=O)c1cc(/C=C/c2ccc(Cl)cc2Cl)on1	74.2
COc1cc(N2C(=O)c3nccnc3C2=O)cc(OC)c1OC	90.3
COc1ccc(/C=C\c2cc(OC)c(OC)c(OC)c2)cc1OC(=O)c1cccc(Cn2cc(CCOC(=O)[C@H](N)Cc3cn(C)c4ccccc34)nn2)c1	-42.7*

The list goes on.
SMILES	HL-60(TB)
Cc1ccc(C2C3=C(NC(C)(C)NC3Nc3cccnc3)OC2C(=O)c2ccc(N=[N+]=[N-])cc2)cc1 (configuration not stated)	119.4
N#Cc1c(-c2ccc(F)cc2)cc(-c2ccccn2)[nH]c1=O	97.7
CC12CCC(O)CC1=CCC1C2CCC2(C)C3=NN=CC3CC12 (configuration not stated)	103.4
C=CCn1cc(-c2nc3ccccc3s2)c2cc(-c3ccc4c5c(cccc35)C(=O)NC4=O)ccc21	102.5
CC1=C(C(=O)Nc2ccccc2)C(c2cccc3ccccc23)n2c(nc3ccccc32)N1 (configuration not stated)	95.0
COc1ccc(/C=N/NC(=O)Cn2c(C(C)C)nc3ccccc32)cc1	89.1
OCc1cc(CN2CCOCC2)c(O)c2ncccc12	92.8
CC1=NN(c2cccc(Cl)c2)C(=O)/C1=C\c1cn(-c2nc(N3CCOCC3)nc(N3CCOCC3)n2)c2ccccc12	99.1
Cc1ccc2[nH]c(=O)cc(N/N=C/c3ccc(Cl)cc3)c2c1	101.6
O=c1[nH]n(-c2nnc3n2N=C(c2ccc(Br)cc2)CS3)c(=O)c2ccccc12	82.9
O=c1cc(O)nc2ccccn12	108.2
Nc1c(C(=O)Nc2ccccc2)sc2nc(-c3cnccn3)cc(-c3cccs3)c12	77.9
CCCCCCCCCCCCCCCCCCOc1ccc(CC(=O)OCC[N+]2(C)CCOCC2)cc1	90.4
NNc1ccccc1[N+](=O)[O-]	122.8
COc1ccc(/C=C2/C(=O)Nc3cc(Cl)c(CCCl)cc32)cc1	91.1
Cc1ccc(-c2nc3nc(-c4ccccc4)nc(N4CCCN(S(C)(=O)=O)CC4)c3o2)cc1	99.6
O=C1Nc2cc(Cl)ccc2/C1=C\c1c[nH]c2ccc(F)cc12	89.1
Cc1[nH]ccc2c1[nH]c1cc(=O)ccc12	76.0
Cc1cc(=O)oc2cc(OC(=O)C3CC3)ccc12	99.6
O=C(NC1CCCCC1)NC1CCCCC1	90.6
CCCCCCCC(=O)OC1CCCCC1C1CCCCC1 (configuration not stated)	102.4
NS(=O)(=O)c1ccc(N2C(=O)/C(=C/c3ccccc3)N=C2c2ccccc2)cc1	99.8
NC(=O)N(c1ccccc1)c1ccccc1	108.7
O=[N+]([O-])c1cccc(/C=N/N=C2c3ccccc3-c3ccccc32)c1	87.8
Cc1ccc(Nc2ncc(Cc3cccc(Cl)c3Cl)s2)cc1	99.7
CC[C@H]1CN2CCC1C[C@@H]2[C@@H](O)c1ccnc2ccc(OC)cc12 (some centres not stated)	110.0
Cc1ccc(-c2cc(C(=O)OCc3ccc(Br)cc3)nn2-c2ccc(S(C)(=O)=O)cc2)cc1	87.6
CCCCCCCCCCCCCCCCCC1=NC(C)(CO)CO1 (configuration not stated)	87.2
OCC(O)c1ccccc1 (configuration not stated)	103.5
C=C(C)C(CCC(C)C)(C(=O)OCC)C(=O)OCC	100.8
COc1cccc(-c2nn(-c3ccccc3)cc2-c2ccnc(NCCCNS(=O)(=O)c3ccc(Br)cc3)c2)c1	43.3
Nc1ncnc2c1C(c1ccc(Br)cc1)c1sc3c(F)cccc3c1O2 (configuration not stated)	118.6
Oc1c(Br)cc(Br)c2ccc(Cn3cc(-c4cc(F)cc(F)c4)nn3)nc12	104.0
CC(C)C(C#N)C(N)=O (configuration not stated)	87.8
CCN(CC1CCN(C2(Cc3ccccc3)COC2)CC1)C(=O)c1cc2ncccc2[nH]1	103.8
O=C(Nc1ccc(-n2cc(-c3ccncc3)c(-c3ccc(O)c(Cl)c3)n2)cc1)c1cc(C(F)(F)F)cc(C(F)(F)F)c1	84.4
O=C(O)C(=O)c1ccc[nH]1	122.3
COc1ccccc1/C=C/[C@H]1O[C@@H](C)[C@H](O)[C@@H]1O	112.8
Oc1ccc(CCCCCCc2ccc(O)cc2)cc1	100.3
Cn1c(=O)c2nncnc2n(C)c1=O	153.6
CC1Cc2cc(O)c(O)cc2C=[N+]1C (configuration not stated)	104.2
CSC(=S)N/N=C/c1coc2ccc(F)cc2c1=O	103.7
Cc1c(C(=O)Nc2nc(-c3ccccc3)cs2)nnn1-c1ccccc1Br	36.9[50 µM]
COc1ccccc1NCC(=O)NN	105.5
CSc1nc(SC)c2[nH]cnc2n1	96.6
CCN(CC)Cc1c(O)ccc2cc(-c3nc4ccccc4[nH]3)c(=O)oc12	174.3
COc1ccc2nc(-c3ccccc3)cc(C(=O)O)c2c1	88.5
NC(=S)c1ccc[n+]([O-])c1	107.0&99.6
CC(=O)Nc1ccc(Nc2cc(S(=O)(=O)O)c(N)c3c2C(=O)c2ccccc2C3=O)cc1	91.8
Nc1ccccc1C(=O)N[C@@H]1CC(=O)c2ccccc2NC1=O	107.9
(listing goes on)
SMILES	HL-60(TB)
CC(C)(C)n1cc(-c2ccnc(NCCCNS(=O)(=O)c3ccc(F)cc3)c2)c(-c2ccccc2)n1	56.3
CC1CCC(C)N(C)C1 (configuration not stated)	96.2
COc1ccc2c(c1)c1nc3cc(C)c(C)cc3nc1n2CCN(C)C	-26.4*
CC1=C(C(=O)c2ccccc2)CC(c2ccccc2)=NN1	70.7
c1ccc(-c2ccc(-c3nc4ccccc4[nH]3)cc2)cc1	66.7

Shown bar-delimited: 15 of the compounds above.
compound | HL-60(TB)
CC1Cc2cc(O)c(O)cc2C=[N+]1C (configuration not stated) | 104.2
CSC(=S)N/N=C/c1coc2ccc(F)cc2c1=O | 103.7
Cc1c(C(=O)Nc2nc(-c3ccccc3)cs2)nnn1-c1ccccc1Br | 36.9[50 µM]
COc1ccccc1NCC(=O)NN | 105.5
CSc1nc(SC)c2[nH]cnc2n1 | 96.6
CCN(CC)Cc1c(O)ccc2cc(-c3nc4ccccc4[nH]3)c(=O)oc12 | 174.3
COc1ccc2nc(-c3ccccc3)cc(C(=O)O)c2c1 | 88.5
NC(=S)c1ccc[n+]([O-])c1 | 107.0&99.6
CC(=O)Nc1ccc(Nc2cc(S(=O)(=O)O)c(N)c3c2C(=O)c2ccccc2C3=O)cc1 | 91.8
Nc1ccccc1C(=O)N[C@@H]1CC(=O)c2ccccc2NC1=O | 107.9
CC(C)(C)n1cc(-c2ccnc(NCCCNS(=O)(=O)c3ccc(F)cc3)c2)c(-c2ccccc2)n1 | 56.3
CC1CCC(C)N(C)C1 (configuration not stated) | 96.2
COc1ccc2c(c1)c1nc3cc(C)c(C)cc3nc1n2CCN(C)C | -26.4*
CC1=C(C(=O)c2ccccc2)CC(c2ccccc2)=NN1 | 70.7
c1ccc(-c2ccc(-c3nc4ccccc4[nH]3)cc2)cc1 | 66.7

A portion of the library. The share of hits here may be higher or lower than overall.
